# Screening results from PubChem BioAssay.
# NSD2 inh – NSD2 (human) methyltransferase inhibition. NSD2 peptide methylation, AlphaScreen, 120 min. 310,000 tested, 0.54% active. O96028. inhibition, % at 12.5 µM; in the data active = inhibition above about 50%
# Target sequence (O96028 whole entry, looked up): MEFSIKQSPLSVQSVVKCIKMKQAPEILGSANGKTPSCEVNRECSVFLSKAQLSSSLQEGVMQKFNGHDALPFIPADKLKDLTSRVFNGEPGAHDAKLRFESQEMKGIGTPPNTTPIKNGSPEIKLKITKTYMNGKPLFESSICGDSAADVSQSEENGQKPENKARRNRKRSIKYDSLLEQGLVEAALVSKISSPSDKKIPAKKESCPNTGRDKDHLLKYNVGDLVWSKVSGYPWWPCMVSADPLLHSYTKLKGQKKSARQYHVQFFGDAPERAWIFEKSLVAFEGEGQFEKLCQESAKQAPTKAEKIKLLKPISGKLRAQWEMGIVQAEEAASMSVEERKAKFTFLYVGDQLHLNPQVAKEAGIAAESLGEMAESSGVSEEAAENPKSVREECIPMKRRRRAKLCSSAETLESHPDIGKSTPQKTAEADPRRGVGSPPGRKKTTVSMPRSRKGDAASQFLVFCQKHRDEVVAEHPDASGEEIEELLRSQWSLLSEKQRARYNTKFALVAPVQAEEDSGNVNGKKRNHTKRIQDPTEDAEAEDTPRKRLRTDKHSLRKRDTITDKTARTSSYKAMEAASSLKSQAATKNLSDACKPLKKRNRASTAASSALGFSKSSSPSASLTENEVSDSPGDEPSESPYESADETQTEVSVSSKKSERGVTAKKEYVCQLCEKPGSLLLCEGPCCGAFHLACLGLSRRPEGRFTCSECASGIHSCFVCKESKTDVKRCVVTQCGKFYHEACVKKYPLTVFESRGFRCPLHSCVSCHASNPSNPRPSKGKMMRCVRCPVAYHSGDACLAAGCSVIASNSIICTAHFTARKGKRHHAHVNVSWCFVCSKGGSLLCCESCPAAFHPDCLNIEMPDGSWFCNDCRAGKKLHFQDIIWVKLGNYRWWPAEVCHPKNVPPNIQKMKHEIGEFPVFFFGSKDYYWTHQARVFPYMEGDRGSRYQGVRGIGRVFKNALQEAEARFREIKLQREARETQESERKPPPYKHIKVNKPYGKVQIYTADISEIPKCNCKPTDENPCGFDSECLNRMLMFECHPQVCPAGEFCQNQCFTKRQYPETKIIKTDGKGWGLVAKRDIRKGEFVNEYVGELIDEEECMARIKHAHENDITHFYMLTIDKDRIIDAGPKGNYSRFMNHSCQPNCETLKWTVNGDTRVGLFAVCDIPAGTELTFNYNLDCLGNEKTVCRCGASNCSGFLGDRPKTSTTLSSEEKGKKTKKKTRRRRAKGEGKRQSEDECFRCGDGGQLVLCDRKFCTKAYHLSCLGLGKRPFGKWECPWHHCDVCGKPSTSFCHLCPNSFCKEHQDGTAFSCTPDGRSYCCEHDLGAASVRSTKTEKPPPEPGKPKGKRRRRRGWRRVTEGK
# * hit, by the source's call. This is a subset (hit frequency here may not be typical).
NSD2 inh	canonical_smiles
-1	O=C(NC1CCCC1)C(C1CC1)n1c(-c2ccccn2)nc2ccccc21 (stereo unspecified)
6	O=S1(=O)CC2SC(=S)N(Cc3ccccc3)C2C1 (stereo unspecified)
7	CCOC(=O)Cn1c(=O)c(C#N)cn(C(C)C)c1=O
-8	O=C(Nc1ccc(C(O)(C(F)(F)F)C(F)(F)F)cc1)c1ccc(Cl)cc1
-3	C=CCn1c(SCC(=O)C(C)(C)C)nnc1-c1ccc(Cl)cc1
1	Nc1nc(N)c(N=O)c(Nc2ccc(Cl)c(Cl)c2)n1
0	C=CCN1C/C(=C/c2ccccc2)N2C(=O)CC(c3ccccc3)N=C12 (stereo unspecified)
4	CCc1ccc(N2CC(C(=O)N(CC)CC(=O)Nc3c(F)cccc3F)CC2=O)cc1 (stereo unspecified)
0	N#Cc1nccnc1S(=O)(=O)c1cccs1
-7	OC[C@@H]1CN(Cc2cccs2)C[C@H](n2cnc3c(N4CCOCC4)ncnc32)O1
2	Cc1ccc(C(O)c2ncc(-c3ccccc3C)[nH]2)cc1 (stereo unspecified)
-3	O=C(CSc1nc2ncccc2[nH]1)Nc1ccc2c(c1)OCO2
-3	COc1ccc(OC)c2c1C(=O)CC2C (stereo unspecified)
1	COc1ccc(-n2c(SCC(=O)Nc3cc(C)c(NC(=O)c4ccccc4)cc3OC)nnc2-c2ccccc2F)cc1
2	CN(C)Cc1csc(NC(=O)Nc2ccccc2Cc2ccccc2)n1
-2	CC(C)c1cccc(-c2csc(C(C)(O)c3ccccc3)n2)c1 (stereo unspecified)
1	C/C(=N/NC(=O)CN1CCN(Cc2ccccc2Cl)CC1)c1cccs1
-3	COc1cc(NC(=O)c2cccc3c(-c4cccnc4)coc23)cc(OC)c1OC
-1	COc1cc(CN2C[C@@H](CO)O[C@@H](n3cnc4c(NCCCO)ncnc43)C2)cc(OC)c1OC
-9	CC(C)c1ccc(CC(=O)N2CCC2(C)C(=O)NCCC#N)cc1 (stereo unspecified)
1	CC(O)(c1cccc(F)c1)c1nc(-c2cccc(C(=O)O)c2)cs1 (stereo unspecified)
0	CC(=O)NC(c1cccc(F)c1)c1nc(/C=C/c2ccccc2)cs1 (stereo unspecified)
2	COc1ccc(CN(C)C(=O)CNC(=O)c2sc3ccccc3c2Cl)c(OC)c1
-2	CCc1ccccc1NC(=O)C1CCN(S(=O)(=O)c2ccc(N3CCCC3=O)cc2)CC1
-1	Cn1c(SCCc2ccccc2)nnc1-c1ccco1
3	COc1ccc(/C=C(/NC(=O)c2ccco2)C(=O)NCc2ccco2)cc1
-1	CCC(=O)N1CCCC1(C)C(=O)Nc1ccc(C)c(C)c1 (stereo unspecified)
-2	CCn1c(SCC(=O)NN=Cc2cc(OC)ccc2OC)nnc1-c1ccc(OC)cc1
-3	COc1ccc(C(=O)C(=O)N2CCN(C(=O)c3ccccc3C(F)(F)F)CC2)cc1OC
-1	O=C(CSc1nnc(-c2cccnc2)n1-c1ccc(Cl)cc1)c1ccc(F)cc1
8	CC1=C(C(=O)N2CCCCCC2)CC(CC(=O)NC2CCCCC2)C(=O)N1Cc1ccc(F)cc1 (stereo unspecified)
-2	CCOC(=O)CCc1c(C)c2ccc(OCC)c(C)c2oc1=O
6	S=c1[nH]nc(-c2n[nH]c3c2CCC3)n1N=Cc1c[nH]c2ccccc12
4	CCCCCCCc1ccc(C2NC(=S)NC3=C2C(=O)c2ccccc23)cc1 (stereo unspecified)
-7	COc1cc(C(F)(F)F)nc2c(Br)c(C(C)(C)C)nn12
-1	CC1(Cc2cccc(C(N)=O)c2)C(=O)Nc2c(Cl)cccc21 (stereo unspecified)
-3	c1ccc(Nc2ncnc3[nH]ncc23)cc1
0	COC(=O)C1=C(C)N(Cc2ccccc2C(F)(F)F)C(=NCC2CC2)NC1c1ccc(C(F)(F)F)cc1 (stereo unspecified)
-2	CCCCCCc1nc2nc(Cl)c(Cl)nc2[nH]1
-1	COc1ccc(CCN2CC(C(=O)NCc3cnn(C)c3)CCC2=O)cc1 (stereo unspecified)
-6	CC1(Cc2ccc3c(c2)OCO3)C(=O)Nc2ccc(-c3cccc(C(F)(F)F)c3)cc21 (stereo unspecified)
-1	CCOC(=O)C(=O)N(C)c1c(CC)nc2c(OCc3ccc(OC)cc3)cccn12
-2	CCC1C(C#N)=C(SCC(N)=O)NC2=C1C(=O)CC(C)(C)C2 (stereo unspecified)
-1	COc1cc(CN2C[C@@H](CO)O[C@@H](n3cnc4c(NC5CCCC5)ncnc43)C2)cc(OC)c1OC
1	Cc1ccc(NC(=O)COC(=O)c2cccc(S(=O)(=O)N3CCCCCC3)c2)cc1
1	O=C(CCS(=O)(=O)c1cc2c(cc1Br)CCN2C(=O)C1CC1)N1CCN(c2ccccn2)CC1
2	CCCS(=O)(=O)NC(=O)C1(C)CCN(C(=O)c2ccccc2OC)C1 (stereo unspecified)
-2	CCCCN1CCN(C2=NC(=O)N(c3ccc(Br)cc3)C(=O)C2)CC1
-1	Cc1ccc(N(CC(=O)NC(C)(C)C)C(=O)CCC(=O)Nc2ccccn2)cc1
1	COc1ccc(C(O)c2ncc(-c3ccccc3C)[nH]2)cc1F (stereo unspecified)

# 15 entries from above, with bars between the fields:
Compound | NSD2 inh
O=C(CSc1nnc(-c2cccnc2)n1-c1ccc(Cl)cc1)c1ccc(F)cc1 | -1
CC1=C(C(=O)N2CCCCCC2)CC(CC(=O)NC2CCCCC2)C(=O)N1Cc1ccc(F)cc1 (stereo unspecified) | 8
CCOC(=O)CCc1c(C)c2ccc(OCC)c(C)c2oc1=O | -2
S=c1[nH]nc(-c2n[nH]c3c2CCC3)n1N=Cc1c[nH]c2ccccc12 | 6
CCCCCCCc1ccc(C2NC(=S)NC3=C2C(=O)c2ccccc23)cc1 (stereo unspecified) | 4
COc1cc(C(F)(F)F)nc2c(Br)c(C(C)(C)C)nn12 | -7
CC1(Cc2cccc(C(N)=O)c2)C(=O)Nc2c(Cl)cccc21 (stereo unspecified) | -1
c1ccc(Nc2ncnc3[nH]ncc23)cc1 | -3
COC(=O)C1=C(C)N(Cc2ccccc2C(F)(F)F)C(=NCC2CC2)NC1c1ccc(C(F)(F)F)cc1 (stereo unspecified) | 0
CCCCCCc1nc2nc(Cl)c(Cl)nc2[nH]1 | -2
COc1ccc(CCN2CC(C(=O)NCc3cnn(C)c3)CCC2=O)cc1 (stereo unspecified) | -1
CC1(Cc2ccc3c(c2)OCO3)C(=O)Nc2ccc(-c3cccc(C(F)(F)F)c3)cc21 (stereo unspecified) | -6
CCOC(=O)C(=O)N(C)c1c(CC)nc2c(OCc3ccc(OC)cc3)cccn12 | -1
CCC1C(C#N)=C(SCC(N)=O)NC2=C1C(=O)CC(C)(C)C2 (stereo unspecified) | -2
COc1cc(CN2C[C@@H](CO)O[C@@H](n3cnc4c(NC5CCCC5)ncnc43)C2)cc(OC)c1OC | -1

# Remaining list, next part:
NSD2 inh	canonical_smiles
2	CCOC(=O)[C@]12CCCC=C1N(CCC1=CCCCC1)C(=O)[C@H](CC(=O)NCc1ccc(OC)c(OC)c1)C2
-4	CCCN(CC1CC1)C(=O)CNc1nnnn1-c1ccccc1
-3	Oc1ccc(CNc2cccnc2)c2cccnc12
-6	Cc1csc(SCC(=O)Nc2ccc(C)c(S(=O)(=O)N(C)C)c2)n1
2	CCOC(=O)[C@]12CCCC=C1N(CCC1=CCCCC1)C(=O)[C@H](CC(=O)NCCCOC)C2
31	COC(=O)/C=C1\OCc2cc(OCc3ccccc3)ccc21
3	O=S(=O)(Nc1ccc(C(O)(C(F)(F)F)C(F)(F)F)cc1)c1ccc(S(=O)(=O)c2ccccc2)s1
-3	CCCCC(CC)CNC(=O)/C=C/c1ccc(F)cc1 (stereo unspecified)
4	CCCC(=O)N1CCC1(C)C(=O)Nc1cc(OC)ccc1OC (stereo unspecified)
-6	CCC(=O)N1CCCC(C)(C(=O)NS(=O)(=O)c2cccs2)C1 (stereo unspecified)
-4	COc1ccc(C=NN(C)C(=O)Nc2cccc(Cl)c2)cc1OC
1	Cc1cccnc1C(NC(=O)C1CCN(CCOc2ccc(Cl)cc2Cl)CC1)c1ccc(Cl)cc1 (stereo unspecified)
-1	CCOC(=O)C1CCN(C(=O)C(C)(C)NC(=O)Nc2ccc(F)c(F)c2)CC1
-6	Cc1ccc2c(c1)-c1c(cnn1CC(=O)NCCc1ccc(Cl)cc1)CO2
-9	Cc1cc(C(=O)CCC(=O)Nc2ccc(C(N)=O)cc2)c(C)s1
3	O=C(Cc1ccccc1)NC(=S)Nc1ccc2oc(-c3ccccc3)nc2c1
5	COc1ccc(C2c3c(oc4ccc(C)cc4c3=O)C(=O)N2c2cc(C)ccn2)cc1OC (stereo unspecified)
0	CCCCn1nc(C(=O)NC2CCCCC2)c2ccccc2c1=O
1	CCc1ccc2c(c1)NC(=O)C2(C)Cc1ccc(OC(F)(F)F)cc1 (stereo unspecified)
3	COc1ccccc1CNC(=O)C(=O)NCC1CCCN1S(=O)(=O)c1cc(C)ccc1C (stereo unspecified)
-2	CCCNC(=O)C1(C)CCN(Cc2ccc3ccccc3c2Br)C1 (stereo unspecified)
0	COc1ccc(C2CC(C(F)(F)F)n3nc(C(=O)Nc4c(C)n(C)n(-c5ccccc5)c4=O)c(Cl)c3N2)cc1 (stereo unspecified)
2	Cc1c(C(=O)Nc2ccccc2)c2ccc(C(F)(F)F)cc2n1O
-1	CCc1nc2ccc(C(=O)Nc3cccc(OCC(=O)N(C)C)c3)cn2c1N(CC)CCOC
-3	O=C(COc1ccc(S(=O)(=O)N2CCCC2)cc1[N+](=O)[O-])N1CCCCC1
-1	Cc1ccc(N(CC(=O)NC(C)(C)C)C(=O)CCC(=O)Nc2ccccn2)c(C)c1
-2	NS(=O)(=O)c1ccc(NC(=O)CSc2nc3ccccc3c(=O)n2-c2ccc(Br)cc2)cc1
0	c1ccc2oc(-c3ccc(Nc4nc(N5CCCCC5)nc(N5CCOCC5)n4)cc3)nc2c1
13	CN(C)c1ncnc2c1ncn2[C@H]1CN(Cc2ccc(F)cc2)C[C@@H](CO)O1
3	O=C(c1cc(F)ccc1F)N1CCCC(c2nc(-c3cccs3)no2)C1 (stereo unspecified)
13	CC(=O)Nc1ccccc1C(=O)C(=O)Nc1cccc(C(=O)NCc2ccc(C)cc2)c1
-1	O=C(CC1CC2CCC1C2)N1CCN(S(=O)(=O)c2ccc(F)cc2)CC1 (stereo unspecified)
-2	COc1ccc(N=C(C)C2C(=O)c3ccccc3C2=O)cc1
-1	CC(=O)Nc1cc(-c2cccc(NS(C)(=O)=O)c2)cn2c(-c3ccc(F)c(Cl)c3)cnc12
3	CCOC(=O)C(=O)N(Cc1ccccc1)c1ccccc1C(=O)Nc1cc(OC)ccc1OC
-2	O=C(CSc1nnc(-c2ccccc2)n1-c1ccccc1)Nc1ccccc1-c1ccccc1
10	CN(C)CCNC(=O)c1cccc(-c2cc(NC=O)c3ncc(-c4cccc(C(F)(F)F)c4)n3c2)c1
-1	COc1cc(C(O)c2nc(-c3cnn(C)c3)cs2)ccc1F (stereo unspecified)
1	NC(COCc1ccccc1)c1csc(Nc2ccc(S(N)(=O)=O)cc2)n1 (stereo unspecified)
0	CN(C)CCNC(=O)c1cccc(-c2cnc3c(NC=O)cc(-c4cc(F)c(F)c(F)c4)cn23)c1
1	CN(C)S(=O)(=O)c1cccc(C(=O)N/N=C\c2ccccc2)c1
3	Cc1ccc(N2C(=O)CS/C2=N\C(=S)Nc2ccccc2)cc1
2	CC1(C(=O)NS(=O)(=O)c2ccc(C#N)cc2)CCN1C(=O)Cc1cccc2ccccc12 (stereo unspecified)
8	O=C(CCS(=O)(=O)c1ccccc1)Nc1cc(Cl)ccc1F
-1	COc1cc(OC)cc(C(=O)NCCN2C(=O)C3C4C=CC(C4)C3C2=O)c1 (stereo unspecified)
1	CC1CN(S(=O)(=O)c2cccc(C(=O)Nc3ccc(N4CCCCC4)cc3)c2)CC(C)O1 (stereo unspecified)
-2	Cc1cccc(OC(=O)Nc2ccc(C(=O)O)c(O)c2)c1
-2	Cc1cccc(NC(=O)NN(C(=O)c2ccccc2Cl)C(C)(C)C)c1
-3	C/C(C=NNC(=O)CSc1nnc(-c2ccc(Cl)cc2)n1-c1ccccc1)=C\c1ccccc1
1	OC(c1ccc(-c2ccccc2)cc1)c1ncc(-c2ccccc2Cl)[nH]1 (stereo unspecified)

# The list goes on.
NSD2 inh	canonical_smiles
-2	O=C(CSc1nnc(-c2ccccc2)n1-c1ccccc1)NN=Cc1ccc(-c2ccccc2)cc1
1	CCCCN(C=O)c1c(CC)nc2ccc(C(=O)N3CCN(c4ccccc4)CC3)cn12
-1	CCc1nc2c(OCC(N)=O)cccn2c1N(C)C(=O)c1ccc(OC)cc1
1	Cc1ccc(-c2cc(-c3nnc(SCC(=O)Nc4cccc5ccccc45)n3N)[nH]n2)cc1
1	CCCNC(=O)C1(C)CCCN(Cc2cccn2C)C1 (stereo unspecified)
-1	CCCOc1ccc(NC(=O)C2OC3OC(C)(C)OC3C3OC(C)(C)OC23)cc1 (stereo unspecified)
0	CC1(C(=O)NS(=O)(=O)c2ccccc2)CCN1C(=O)Cc1cccs1 (stereo unspecified)
0	O=C(NN1CCOCC1)c1cccc(Br)c1
0	COC(=O)c1csc(-c2ccc(CO)o2)n1
1	O=C(C(=O)N1CCN(S(=O)(=O)c2ccc(F)cc2)CC1)c1cccc(C(F)(F)F)c1
7	O=C(Cc1cccc2ccccc12)NNC(=O)Nc1ccc(Cl)cc1
-3	CN(C)C(=O)c1cccc(COc2ccc(N3C(N)=NC(N)=NC3(C)C)cc2Cl)c1
0	O=C(Nc1ccc2c(c1)OCO2)C1Cc2c(-c3ccccc3Oc3ccccc3)ccnc2O1 (stereo unspecified)
3	CC(C)Cc1ccc(-c2ccc3nccn3c2)cc1
0	COCCNc1nc2cc(-c3ccccc3C)sc2c(=O)n1C
-1	CCCCn1c(N)c(N(CC(C)C)C(=O)CC(NC(=O)c2ccccc2Cl)c2ccccc2)c(=O)[nH]c1=O (stereo unspecified)
-11	CC(C)CCNC(=O)c1ccc(-c2ccccc2)cc1
2	CCC(C)c1ccccc1NC(=O)c1cc2cccc([N+](=O)[O-])c2[nH]1 (stereo unspecified)
-9	CN(C)C1CCCCC=CC(=O)NC1 (stereo unspecified)
-1	CCCCC(=O)N(C)c1c(CC)nc2c(OCC(=O)c3ccc(Cl)cc3Cl)cccn12
-2	O=C(Nc1ccccc1)C1Cc2c(-c3cccc(F)c3)ccnc2O1 (stereo unspecified)
-6	COc1ccc(C2=CC(=O)N(Nc3ccccc3)C2=O)cc1
